UBC13 polyUb – UBC13 polyubiquitin chain formation inhibitors, primary screen, biochemical, TR-FRET, uHTS; Ubiquitin-conjugating enzyme E2 N (Homo sapiens), P61088; inhibition, % at 20 µM; hit rate 0.47% among 330,000; in the data active = inhibition above about 45%, passing the limit was not always enough
Target sequence (P61088 whole entry, looked up): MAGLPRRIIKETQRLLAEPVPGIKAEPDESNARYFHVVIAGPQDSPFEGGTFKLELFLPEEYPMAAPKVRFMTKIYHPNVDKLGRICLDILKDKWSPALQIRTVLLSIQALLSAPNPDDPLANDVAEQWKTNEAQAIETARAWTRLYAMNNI
APJ antagonist – antagonists of human apelin receptor APJ, primary screen, CHO-K1 cells, beta-arrestin complementation, luminescence | inhibition, % at 20 µM | P35414 | AID 2521, 2010 | hit rate 0.32% among 330,000;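 active = inhibition above about 40% at 20 µM, limit read from the data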;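 note: cells challenged with 10 nM apelin-13 agonist together with compound; plate controls were apelin-13 plus DMSO wells for no effect and DMSO wells lacking apelin-13 for full effect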
Jurkat NFkB inh – inhibitors of induced NF-kB luciferase reporter, primary screen, TCR NF-kB activation inhibitor project, cell-based, luminescence, uHTS. Jurkat, PMA/ionomycin-induced NF-kB luciferase reporter. inhibition, % at 4 µM. hit rate 0.53% among 330,000; in the data active = inhibition above about 50%
Gli-Sufu antag – Gli-Sufu pathway antagonists, primary screen, luciferase luminescence, Sufu-KO-LIGHT cells, uHTS. Sufu-KO-LIGHT fibroblasts, Gli luciferase reporter luminescence. inhibition, % at 5 µM. hit rate 0.74% among 340,000. AID 588413, 2011;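 active = inhibition above about 55%, limit read from the data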;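 note: 0% = DMSO-treated cells and 100% = wells with medium but no cells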
697 NFkB inh – inhibitors of PMA/ionomycin-induced NF-kB reporter, 697 cells, primary screen, B-cell NF-kB inhibitor project, cell-based, luminescence, uHTS | hit rate 0.33% among 330,000 | 697 B-cell NF-kB luciferase reporter, 16 h | inhibition, % at 4 µM; in the data active = inhibition above about 35%
CXCR6 inh – CXCR6 receptor inhibitors, primary screen, cell-based, beta-arrestin, luminescence, CHO-K1 PathHunter, 1536-well; C-X-C chemokine receptor type 6 (Homo sapiens), O00574; inhibition, % at 20 µM; hit rate 0.36% among 360,000; AID 602244, 2012; in the data active = inhibition above about 34%, passing the limit was not always enough;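 note: antagonist mode with CXCL16 agonist at 10 nM final; 0% = 10 nM CXCL16 with DMSO and 100% = unstimulated wells without agonist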
Target sequence (O00574 whole entry, looked up): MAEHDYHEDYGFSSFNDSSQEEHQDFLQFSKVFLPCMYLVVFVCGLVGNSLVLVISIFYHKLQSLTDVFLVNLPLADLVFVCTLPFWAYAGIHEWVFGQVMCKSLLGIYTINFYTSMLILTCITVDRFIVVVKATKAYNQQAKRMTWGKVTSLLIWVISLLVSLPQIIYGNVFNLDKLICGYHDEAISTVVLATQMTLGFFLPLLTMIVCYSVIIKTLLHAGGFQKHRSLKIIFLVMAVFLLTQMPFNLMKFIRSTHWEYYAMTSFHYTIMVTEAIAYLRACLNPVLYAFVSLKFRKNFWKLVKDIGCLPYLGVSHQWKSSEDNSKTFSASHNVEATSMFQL
CCR6 antag – CCR6 receptor antagonists, primary screen, cell-based, CHO-K1, luminescence, beta-arrestin, uHTS | C-C chemokine receptor type 6 (Homo sapiens), P51684 | AID 493098, 2011 | inhibition, % at 20 µM | CHO-K1 CCR6 PathHunter beta-arrestin, CCL20-stimulated | hit rate 0.49% among 340,000;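 active = compounds whose inhibition of the agonist-driven luminescence signal at 20 µM reaches about 50%, limit read from the data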;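 note: cells stimulated with CCL20 at 14 nM final; plate controls were DMSO with CCL20 for no effect and DMSO without agonist for full effect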
EBI2 block – EBI2 receptor antagonists, beta-arrestin recruitment, primary screen, cell-based, luminescence, 7a,25-OHC stimulation, uHTS; G-protein coupled receptor 183 (Homo sapiens), P32249; 7a,25-OHC stimulated; inhibition, % at 5 µM; hit rate 0.81% among 360,000; AID 651636, 2012; in the data active = inhibition above about 38%;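 note: enzyme fragment complementation signal reports receptor beta-arrestin coupling in cells; 0% = agonist plus DMSO wells and 100% = wells without agonist; some results beyond the cut were filed as inactive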
Target sequence (P32249 whole entry, looked up, the tested form may be a part): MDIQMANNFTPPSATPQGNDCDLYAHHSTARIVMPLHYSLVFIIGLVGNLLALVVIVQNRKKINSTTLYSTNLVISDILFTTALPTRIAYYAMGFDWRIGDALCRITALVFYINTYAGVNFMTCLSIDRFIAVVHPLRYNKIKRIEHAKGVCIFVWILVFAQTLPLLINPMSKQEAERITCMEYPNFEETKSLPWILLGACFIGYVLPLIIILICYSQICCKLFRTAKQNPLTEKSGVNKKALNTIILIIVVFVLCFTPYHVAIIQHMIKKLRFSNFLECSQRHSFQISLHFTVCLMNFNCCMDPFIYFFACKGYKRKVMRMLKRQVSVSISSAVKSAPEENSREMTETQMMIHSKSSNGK
Numbers without * were called inactive; / = no result given.

structure	UBC13 polyUb	APJ antagonist	Jurkat NFkB inh	Gli-Sufu antag	697 NFkB inh	CXCR6 inh	CCR6 antag	EBI2 block
CSc1ccccc1NC(=O)c1csc(C)c1	1	19	-9	-11	-7	4	5	-9
CCN(CC)C(=O)Nc1ccccc1C	8	-5	1	12	15	-5	-10	-3
COC(=O)c1cc(NC(=O)c2nn(C)c(=O)c3ccccc23)cc(C(=O)OC)c1	7	11	9	14	1	-9	12	-4
COc1ccc(-n2c(N)cc(=O)nc2SCC(=O)N2CCN(c3ccccc3)CC2)cc1	-7	12	-5	-12	-3	7	-3	3
Cc1cc2oc3ccc(NCCCN4CCOCC4)cc3c(=O)c2cc1C	5	-17	-94	1	-78	6	27	-12
COc1ccc(NS(=O)(=O)c2ccc3c(c2)N(C(C)=O)CCO3)cc1	-6	-13	-14	/	13	-10	1	8
Cc1cc(Cl)ccc1C(=O)C1CCCN(C(=O)CCn2cncn2)C1 (stereo unspecified)	2	3	6	-5	-8	-2	-3	1
COc1ccc(C(=O)N2C(=S)NC(=O)/C2=C\c2ccc(C)cc2)cc1	-12	-13	7	-9	6	-3	16	-3
COc1ccc(S(=O)(=O)N2CCCCCC2)cc1C(=O)N(C)Cc1ccco1	-2	-61	-8	-9	7	-1	5	-2
COCCCNC(=S)NNC(=O)C(O)(c1ccccc1)c1ccccc1	-2	9	10	-1	13	15	25	9
Cc1nc(C)c(-c2csc(Nc3cccnc3)n2)s1	-10	-7	-30	-2	7	-1	1	21
CN(CCC#N)C(=O)CC(Cc1ccccc1)C1CCOC(C)(C)C1 (stereo unspecified)	-3	15	3	6	2	-1	0	-7
COC(=O)C1CCN(c2c([N+](=O)[O-])cc(C(F)(F)F)cc2[N+](=O)[O-])CC1	1	-10	8	4	13	-12	-7	-3
COC(=O)c1ccc(CN(c2ccccc2Cl)S(C)(=O)=O)cc1	-6	-29	-7	0	-9	0	7	3
O=C(NNCc1ccccc1)c1ccccn1	/	/	/	-37	/	2	8	1
CC(=O)c1c(C)[nH]c(C(=O)NCCc2c[nH]c3ccccc23)c1C	-1	-4	-34	-42	-34	-11	6	-4
O=C(C[n+]1cccc(NC(=O)c2ccccc2)c1)c1ccc(NC(=O)c2ccccc2)cc1	26	-2	1	24	14	8	14	-3
COc1cc(CN2CCNC(=O)C2CC(=O)N(C)Cc2ncc[nH]2)cc(OC)c1 (stereo unspecified)	-2	-1	5	2	-1	1	-3	-4
C#CCOc1c(Cl)cc(C2C3=C(CCCC3=O)N(CC(=O)O)C3=C2C(=O)CCC3)cc1OC	2	-14	-9	13	11	-12	-13	-7
C=CC[C@H](CC(=O)NCCO)C(=O)N[C@H](COC(=O)[C@H](CC=C)CC(=O)OC(C)(C)C)c1ccccc1	2	16	-2	-3	2	-6	-5	6
Oc1ccccc1/C=N/NC(=S)NC1CC2C=CC1C2 (stereo unspecified)	14	-29	-37	-9	-135	-4	16	29
COc1ccc(S(=O)(=O)/N=C2\C=C(NS(=O)(=O)c3ccccc3)C(=O)c3ccccc32)cc1	-80	10	18	-20	-18	28	49	14
COC(=O)c1ccc(NC(=O)c2cc3sccc3n2C)cc1	/	/	/	-26	/	-18	3	14
CCOc1ccccc1NS(=O)(=O)c1c[nH]c(C(=O)OC)c1	2	-55	8	-10	1	-2	8	-5
Cc1cc(C)nc(NS(=O)(=O)c2ccc(NC(=S)NC(=O)c3ccco3)cc2)n1	-7	13	11	-8	17	23	32	-3
CCN(CC)C(=O)COc1ccc(-c2nnc(N3CCCCC3)c3ccccc23)cc1	7	-5	6	-3	-3	4	2	-16
Cc1ccc2sc(N(CCCN(C)C)C(=O)c3nc4ccccc4s3)nc2c1C	22	-7	-16	8	-13	-4	-1	-15
O/N=C1/C2C3C(Br)C4C5CC(C1C53)C24 (stereo unspecified)	10	5	5	-1	11	-2	-3	-4
COc1ccccc1CN1C(=S)SC(C)(C)C1NO (stereo unspecified)	-4	0	-2	6	-12	0	9	5
Cc1cc(C)n(-c2ncc(C#N)cn2)n1	-1	-5	-8	0	-36	0	3	-12
CCOC(=O)C(Cc1ccnc2ccccc12)=NO	/	/	/	-2	/	-5	14	-1
O=C1CSC2(C(=O)N3CCCc4cccc2c43)N1c1cccc(C(F)(F)F)c1 (stereo unspecified)	-6	-6	-12	16	-28	6	-1	-6
O=C(c1ccc(CS(=O)(=O)c2ccccc2)o1)N1CCN(c2ccccc2)CC1	1	11	14	-19	-17	-2	3	-6
COc1cc(/C=N/O)cc(Cl)c1OC	4	-2	17	3	-19	6	14	-4
Cn1c(C(=O)NCC2CCCO2)cc2oc3ccccc3c21 (stereo unspecified)	1	16	-97	-98	-129	-17	-6	-2
N#CC1=C(c2ccccc2)/C(=C/c2ccccc2)OC1=O	-16	-18	19	-18	6	35	64*	5
Cc1ccc(NC(=O)CS(=O)CC(=O)N(C(C)C(=O)NC2CCCCC2)C(C)(C)C)cc1 (stereo unspecified)	3	-7	-10	0	-10	5	9	4
O=C(NC1CCCCC1)C1CCCN1C(=O)NCc1ccccc1 (stereo unspecified)	-4	11	-1	-1	-9	6	-6	1
O=C(NC(=S)Nc1ccc2oc(=O)ccc2c1)c1cccc(F)c1	0	4	1	22	-11	10	6	2
CCN(C(=O)COC(=O)Cn1cnc2c1c(=O)n(C)c(=O)n2C)C1CCS(=O)(=O)C1 (stereo unspecified)	-6	15	-9	-12	9	-8	-7	2
COC(=O)c1sccc1NC(=O)CC1C(=O)NCCN1C(=O)Nc1ccc(C(F)(F)F)cc1 (stereo unspecified)	5	11	-2	2	9	-8	-3	-1
O=C(CSc1ccc(-c2cccnc2)nn1)N1CCCCCC1	-9	-11	-10	23	-11	-9	6	-2
Cc1cc(NC(=O)Nc2cccc(C)c2C)no1	-15	-7	-17	-3	-11	2	11	-5
COc1ccccc1C(=O)N1CCN(c2cccc(Cl)c2)CC1	1	5	56*	10	-35	-4	-1	-3
CC1CCN(C(=O)Cn2cc(C(=O)c3ccco3)c3ccccc32)CC1	-7	8	-2	13	-2	1	11	2
COc1cc(OC)c(C=O)c(OC(=O)N2CCOCC2)c1	-11	3	-6	0	-11	-2	4	-3
CC1CCN(S(=O)(=O)N2CCC(C(=O)O)CC2)CC1	0	20	1	-6	1	2	-5	-9
O=C(c1cccnc1Cl)N(Cc1ccccc1)Cc1ccccc1	3	-2	-4	3	8	-6	21	-11
COc1cc(CNc2nc3c(C)cc(C)cc3s2)ccc1O	0	1	-10	6	-10	-6	0	12
C/C(=N/NC(=O)c1cnccn1)c1cccs1	4	-2	-36	-55	-29	-5	10	-8

Remaining list, next part.
structure	UBC13 polyUb	APJ antagonist	Jurkat NFkB inh	Gli-Sufu antag	697 NFkB inh	CXCR6 inh	CCR6 antag	EBI2 block
Cc1ccc(NC(=O)/C(=C\c2ccccc2)NC(=O)/C=C/c2ccccc2)cc1	-2	16	-5	-4	0	8	11	6
CC1CCCCC1NC(=O)COC(=O)c1ccc2c(c1Cl)C(=O)c1ccccc1C2=O (stereo unspecified)	-11	-29	0	1	6	-14	-12	-1
CC(C)C(=O)Nc1ccccc1C(=O)OCC(=O)c1ccc2c(c1)OCCO2	9	-8	-8	-9	-19	-9	8	12
C=CC[C@H](CC(=O)N[C@H](CO)Cc1ccccc1)C(=O)N[C@H](COC(=O)[C@@H](CC=C)CC(=O)OC(C)(C)C)Cc1c[nH]c2ccccc12	12	-4	6	7	-6	-3	-2	12
CCOc1ccccc1CN1CCC(n2nccc2NC(=O)CCc2ccccc2)CC1	8	-11	5	4	7	9	27	4
O=C(Nc1ccc(OCC(=O)N2CCOCC2)cc1)c1cncc(Br)c1	-8	28	22	-20	-18	-1	7	-10
N#Cc1cc(N2CCOCC2)nc2ccccc12	-6	13	-7	4	-5	-6	-8	-5

Of the compounds above, twelve contain an aryl methoxy group.
structure	UBC13 polyUb	APJ antagonist	Jurkat NFkB inh	Gli-Sufu antag	697 NFkB inh	CXCR6 inh	CCR6 antag	EBI2 block
COc1ccc(-n2c(N)cc(=O)nc2SCC(=O)N2CCN(c3ccccc3)CC2)cc1	-7	12	-5	-12	-3	7	-3	3
COc1ccc(NS(=O)(=O)c2ccc3c(c2)N(C(C)=O)CCO3)cc1	-6	-13	-14	/	13	-10	1	8
COc1ccc(C(=O)N2C(=S)NC(=O)/C2=C\c2ccc(C)cc2)cc1	-12	-13	7	-9	6	-3	16	-3
COc1ccc(S(=O)(=O)N2CCCCCC2)cc1C(=O)N(C)Cc1ccco1	-2	-61	-8	-9	7	-1	5	-2
COc1cc(CN2CCNC(=O)C2CC(=O)N(C)Cc2ncc[nH]2)cc(OC)c1 (stereo unspecified)	-2	-1	5	2	-1	1	-3	-4
C#CCOc1c(Cl)cc(C2C3=C(CCCC3=O)N(CC(=O)O)C3=C2C(=O)CCC3)cc1OC	2	-14	-9	13	11	-12	-13	-7
COc1ccc(S(=O)(=O)/N=C2\C=C(NS(=O)(=O)c3ccccc3)C(=O)c3ccccc32)cc1	-80	10	18	-20	-18	28	49	14
COc1ccccc1CN1C(=S)SC(C)(C)C1NO (stereo unspecified)	-4	0	-2	6	-12	0	9	5
COc1cc(/C=N/O)cc(Cl)c1OC	4	-2	17	3	-19	6	14	-4
COc1ccccc1C(=O)N1CCN(c2cccc(Cl)c2)CC1	1	5	56*	10	-35	-4	-1	-3
COc1cc(OC)c(C=O)c(OC(=O)N2CCOCC2)c1	-11	3	-6	0	-11	-2	4	-3
COc1cc(CNc2nc3c(C)cc(C)cc3s2)ccc1O	0	1	-10	6	-10	-6	0	12
